D1 ag: Allosteric Agonists of the Human D1 Dopamine Receptor: qHTS | D(1A) dopamine receptor (Homo sapiens), P21728 | HEK293 T-REx D1 cells, calcium flux, agonist mode | 360,000 compounds, 1% hits | activation, % at 2 µM; further: 0% is about no effect
Target sequence (P21728 whole entry, looked up): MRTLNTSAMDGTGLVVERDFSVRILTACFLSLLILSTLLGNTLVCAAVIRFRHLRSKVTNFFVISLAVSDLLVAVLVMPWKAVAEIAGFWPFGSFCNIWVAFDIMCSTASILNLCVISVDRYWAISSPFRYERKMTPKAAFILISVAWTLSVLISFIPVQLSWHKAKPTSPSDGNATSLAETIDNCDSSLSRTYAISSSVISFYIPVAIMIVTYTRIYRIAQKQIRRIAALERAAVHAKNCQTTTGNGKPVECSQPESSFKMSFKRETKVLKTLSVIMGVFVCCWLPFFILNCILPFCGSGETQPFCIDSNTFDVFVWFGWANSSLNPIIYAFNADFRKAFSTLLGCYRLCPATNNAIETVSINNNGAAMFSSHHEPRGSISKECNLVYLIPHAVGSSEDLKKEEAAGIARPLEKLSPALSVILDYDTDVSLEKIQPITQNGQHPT
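Agonism was scored from calcium flux recorded over 180 s (1 read/s) after pintool compound addition, following a 10-cycle baseline. Cells were inducible force-coupled HEK293 TREx D1, plated overnight at 30 C and loaded with no-wash calcium dye.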
D1 antag: Antagonist of Human D 1 Dopamine Receptor: qHTS; 360,000 compounds, 3.2% hits; AID 504652, 2011; activity change, negative = inhibition, % at 10 µM; HEK293 TREx D1 cells, calcium flux, dopamine EC80; active compounds read low; D(1A) dopamine receptor (Homo sapiens), P21728; in the data active means activity change below about -30%; further: on the % scale 0 is the no-effect control and ±100 the full control effect
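Tetracycline-induced HEK293 T-REx cells with force-coupled D1 receptor were loaded with a no-wash calcium dye. Compound was added after a 10 s baseline and read kinetically for 180 s; EC80 dopamine was then added and calcium flux followed another 180 s.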
RXFP1 antag: qHTS Assay for Antagonists of the Relaxin Receptor RXFP1. Relaxin receptor 1 (Homo sapiens), Q9HBX9. HEK293-RXFP1, relaxin-stimulated cAMP HTRF, 30 min; active compounds read low. activity change, negative = inhibition, % at 57.5 µM. 350,000 compounds, 0.59% hits. AID 1259400, 2018;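 active means activity change of -60% or lower, but not beyond a set lower limit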; further: on the % scale 0 is the no-effect control and ±100 the full control effect
D2 antag: HTS Assay for Allosteric Antagonists of the Human D2 Dopamine Receptor: Primary Screen for Antagonists | D(2) dopamine receptor (Homo sapiens), P14416 | 340,000 compounds, 2% hits | inhibition, % at 10 µM | AID 485344, 2010 | HEK293 TREx D2 cells, calcium flux, dopamine EC80; in the data active means inhibition above about 30%; further: 0% is about no effect
Target sequence (P14416 whole entry, looked up): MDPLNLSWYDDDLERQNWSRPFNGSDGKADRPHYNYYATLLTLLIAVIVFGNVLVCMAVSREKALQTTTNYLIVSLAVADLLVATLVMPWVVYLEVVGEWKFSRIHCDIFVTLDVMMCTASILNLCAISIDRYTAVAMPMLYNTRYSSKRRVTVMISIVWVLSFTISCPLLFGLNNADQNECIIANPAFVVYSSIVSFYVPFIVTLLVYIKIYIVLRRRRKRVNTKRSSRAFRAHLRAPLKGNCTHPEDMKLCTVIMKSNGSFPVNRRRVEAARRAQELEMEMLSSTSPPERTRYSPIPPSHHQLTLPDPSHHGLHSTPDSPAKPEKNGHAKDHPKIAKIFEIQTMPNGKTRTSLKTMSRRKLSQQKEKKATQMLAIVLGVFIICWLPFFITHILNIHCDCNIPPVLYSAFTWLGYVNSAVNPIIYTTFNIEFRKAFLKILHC
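Antagonism is scored as inhibition of an EC80 dopamine-evoked calcium signal in a force-coupled, tetracycline-inducible HEK293 T-REx D2 line, with compound present 180 s before agonist.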
D2 potentiator: HTS Assay for Positive Allosteric Modulators of the Human D2 Dopamine Receptor: Primary Screen for Potentiators | D(2) dopamine receptor (Homo sapiens), P14416 | HEK293 T-REx D2, calcium flux, EC20 dopamine potentiation | potentiation, % at 10 µM | 340,000 compounds, 0.34% hits;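 active means potentiation over 3 SD above the plate norm, cut at about 30% in these data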; further: 0% is about no effect
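Potentiation of an EC20 dopamine calcium response measured kinetically over 180 s, after a preceding 180 s compound-only read flagging agonists. Cells: inducible Hek293 Trex D2 line, 4000/well, cultured overnight at 30 C before dye loading.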
TRHR ag: qHTS for Small Molecule Agonists and Allosteric Enhancers of Human TRH Receptor: Primary Screen for Agonists; TRHR cells, calcium flux fluo-8, FDSS agonist mode; activation, % at 2 µM; 360,000 compounds, 0.18% hits; Thyrotropin-releasing hormone receptor (Homo sapiens), P34981; further: 0% is about no effect
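Agonist-mode FDSS calcium read (Ex 480/Em 530, 1 s cycles) in 1536-well TRHR cells with fluo-8 dye, after 10-cycle baseline and 23 nL compound addition; TRH at EC20 (10 nM final) added afterwards for the enhancer phase.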
D1 potentiator: Potentiators of Human D1 Dopamine Receptor: qHTS; D(1A) dopamine receptor (Homo sapiens), P21728; HEK293 TREx D1 cells, calcium flux, dopamine EC20 potentiation; potentiation, % at 10 µM; 360,000 compounds, 0.036% hits; AID 504651, 2011; in the data active means potentiation above about 30%; further: 0% is about no effect
D2 ag: HTS Assay for Allosteric Agonists of the Human D2 Dopamine Receptor: Primary Screen for Agonists; AID 485358, 2010; D(2) dopamine receptor (Homo sapiens), P14416; 340,000 compounds, 0.53% hits; HEK293 T-REx D2 cells, calcium flux agonist mode; activation, % at 2 µM;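 active means activation over 3 SD above normal in the single-dose calcium agonist read, cut at about 30% in these data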; further: 0% is about no effect
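Calcium-flux readout, 1 cycle/sec over 180 s following compound pin transfer, in inducible HEK293 Trex D2 cells (force-coupled); dopamine controls included. Positive calcium responses during this window marked compounds as potential agonists.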
TRHR enhancer: qHTS for Small Molecule Agonists and Allosteric Enhancers of Human TRH Receptor: Primary Screen for Enhancers; 360,000 compounds, 0.66% hits; enhancement, % at 2 µM; Thyrotropin-releasing hormone receptor (Homo sapiens), P34981; TRHR cells, fluo-8 calcium fluorescence, EC20 TRH enhancement; in the data active means enhancement above about 30%; further: 0% is about no effect
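TRHR-expressing cells loaded with fluo-8 calcium dye were read kinetically (ex 480/em 530) during compound addition, then stimulated with an EC20 of TRH (10 nM final). Enhancement of the Gq-mediated intracellular calcium response was scored.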
* = called active by the depositor; nt = not tested or not shown. Unless noted, no stated cut-off is given here; in the data, active means activation above about 30%; inactive means the rest.

SMILES | D1 ag | D1 antag | RXFP1 antag | D2 antag | D2 potentiator | TRHR ag | D1 potentiator | D2 ag | TRHR enhancer
CCc1cccc(C)c1NC(=O)C1CC(=O)N(C2CCCC2)C1 (stereo not drawn) | 2 | -46* | 3 | nt | nt | 0.5 | 0 | nt | 4
COc1ccc(Oc2ccccc2/C=N/O)cc1 | 6 | 3 | -5 | nt | nt | -0.3 | -7 | nt | 1
Cc1nn(-c2ccccc2)c(Cl)c1C1C(C#N)=C(N)OC2=C1C(=O)CC(C)(C)C2 (stereo not drawn) | -1 | 4 | -3 | -5 | nt | -0.9 | -3 | -0.3 | 6
CC(=O)c1cccc(NC(=O)c2cc(=O)[nH]c3ccccc23)c1 | 6 | 5 | -18 | 15 | -2 | 0.4 | -2 | -0.5 | -7
O=S(=O)(Nc1ccccc1O)c1ccc(Cl)nc1 | 1 | -25 | 0 | 2 | 14 | 0.8 | 3 | -0.3 | 2
COc1ccccc1OCc1nc(C#N)c(N2CCCC2)o1 | 4 | 24 | 1 | -21 | 3 | -1.2 | -2 | -0.3 | -6
COc1cccc(CNC(=O)Cc2ccc(NC3=NC4CS(=O)(=O)CC4S3)cc2)c1 (stereo not drawn) | 3 | 9 | -2 | -10 | -2 | 0.5 | -10 | -0.4 | 6
CCCCN(CC)CCCNC(=O)c1cc2cc3ccc(C)cc3nc2o1 | 1 | 4 | -3 | 16 | 4 | -0.4 | -1 | 2.6 | -3
COc1ccc(-c2cc(C(F)(F)F)nc(N3CCN(C)CC3)n2)cc1 | 4 | 12 | -26 | 39* | -18 | 0.5 | -3 | 0.1 | -1
CSc1ccccc1C(=O)Nc1ccc2c(c1)OCCO2 | 1 | -14 | -7 | 20 | -1 | -0.1 | -11 | 0.0 | -3
Fc1ccccc1-n1cc(-c2ccccc2)[nH]c1=S | 2 | -5 | -7 | -13 | 0 | 0.0 | 13 | 1.1 | -6
CCOC(=O)c1noc2ncn(CC(=O)O)c(=O)c12 | 3 | 5 | -7 | nt | -24 | 0.2 | 0 | -0.4 | 5
Cc1sc2ncnc(N3CCC(C(=O)Nc4nnc(SCc5ccccc5F)s4)CC3)c2c1C | 7 | 3 | -26 | -3 | 12 | 0.3 | 2 | 1.1 | 22
Cc1cc(C)c2cc(CN(Cc3nnnn3Cc3ccc(F)cc3)C3CCCC3)c(=O)[nH]c2c1 | 2 | 0 | -8 | 4 | -2 | -0.9 | -1 | 0.0 | 3
Cc1sc(NC(=O)CCCC(=O)O)c(C(N)=O)c1-c1ccccc1 | 4 | 1 | 0 | -8 | 8 | 0.0 | 2 | -0.7 | 1

Of the compounds above, these contain four or more nitrogen atoms:
SMILES | D1 ag | D1 antag | RXFP1 antag | D2 antag | D2 potentiator | TRHR ag | D1 potentiator | D2 ag | TRHR enhancer
Cc1nn(-c2ccccc2)c(Cl)c1C1C(C#N)=C(N)OC2=C1C(=O)CC(C)(C)C2 (stereo not drawn) | -1 | 4 | -3 | -5 | nt | -0.9 | -3 | -0.3 | 6
COc1ccc(-c2cc(C(F)(F)F)nc(N3CCN(C)CC3)n2)cc1 | 4 | 12 | -26 | 39* | -18 | 0.5 | -3 | 0.1 | -1
Cc1sc2ncnc(N3CCC(C(=O)Nc4nnc(SCc5ccccc5F)s4)CC3)c2c1C | 7 | 3 | -26 | -3 | 12 | 0.3 | 2 | 1.1 | 22
Cc1cc(C)c2cc(CN(Cc3nnnn3Cc3ccc(F)cc3)C3CCCC3)c(=O)[nH]c2c1 | 2 | 0 | -8 | 4 | -2 | -0.9 | -1 | 0.0 | 3

Single records (already shown). Order of screens: D1 ag | D1 antag | RXFP1 antag | D2 antag | D2 potentiator | TRHR ag | D1 potentiator | D2 ag | TRHR enhancer
CC(=O)c1cccc(NC(=O)c2cc(=O)[nH]c3ccccc23)c1 is listed as 6 | 5 | -18 | 15 | -2 | 0.4 | -2 | -0.5 | -7
COc1cccc(CNC(=O)Cc2ccc(NC3=NC4CS(=O)(=O)CC4S3)cc2)c1 (stereo not drawn) is listed as 3 | 9 | -2 | -10 | -2 | 0.5 | -10 | -0.4 | 6
CCOC(=O)c1noc2ncn(CC(=O)O)c(=O)c12 is listed as 3 | 5 | -7 | nt | -24 | 0.2 | 0 | -0.4 | 5

Single entries from the list:
Value of Cc1sc(NC(=O)CCCC(=O)O)c(C(N)=O)c1-c1ccccc1 in D2 ag: -0.7
Value of COc1ccc(-c2cc(C(F)(F)F)nc(N3CCN(C)CC3)n2)cc1 in D2 ag: 0.1

(cont.)
SMILES | D1 ag | D1 antag | RXFP1 antag | D2 antag | D2 potentiator | TRHR ag | D1 potentiator | D2 ag | TRHR enhancer
CCc1c(C(=O)Nc2ncn(Cc3cccc(C)c3)n2)csc1C | 0 | -10 | 0 | -9 | 6 | -0.9 | -2 | 0.4 | 8
O=C(/C=C/c1ccc2c(c1)OCCO2)N1CCN(c2ccc(F)cc2)CC1 | 1 | 7 | 6 | -3 | -7 | 0.2 | -7 | 0.7 | 1
CCCN1CCN(CC(=O)Nc2nc3ccccc3s2)CC1 | 3 | 4 | 6 | -15 | -3 | 0.4 | -1 | -0.4 | -2
COc1ccc(NC(=O)COC(=O)Cc2ccccc2[N+](=O)[O-])cc1OC | 12 | -15 | 12 | 14 | 7 | -4.2 | -2 | 1.3 | 1
CC(C)CCn1cnc2c(cnn2-c2ccc(F)cc2)c1=O | 3 | -5 | -4 | 6 | -3 | 0.2 | 0 | 1.4 | 0
COc1ccccc1-c1nnc(SCC(=O)c2c(N)n(C3CC3)c(=O)[nH]c2=O)o1 | 2 | 0 | 0 | 2 | -10 | -0.1 | 2 | 0.1 | 4
CCn1c(CSc2nc3ccccc3[nH]2)n[nH]c1=S | -1 | 0 | -3 | 3 | nt | -1.0 | -5 | 1.7 | -28
Cc1ccc(SCCNC(=O)c2ccccc2)cc1 | 1 | 5 | 3 | 2 | -6 | 2.1 | -5 | 0.1 | 7
CCc1cccc(NC(=O)C2CCN(S(=O)(=O)c3ccc4[nH]c(=O)ccc4c3)CC2)c1 | 1 | 12 | -3 | 15 | -19 | 0.1 | 0 | 0.0 | -4
Cc1c(C(=O)NN2CCOCC2)oc2c1ccc1ccccc12 | -3 | -1 | -6 | -11 | -5 | -0.9 | -3 | -0.7 | -6
O=C(NCc1ccccc1)C(c1ccccc1F)N(C(=O)c1csnn1)C1CCCC1 (stereo not drawn) | 6 | 9 | 0 | 8 | 1 | 0.4 | nt | -1.6 | -13
CN(CC(=O)Nc1ccccc1Br)C(=O)c1ccc(-c2ccc(Cl)cc2)o1 | 16 | -23 | -6 | 18 | 4 | -0.4 | -7 | 0.2 | -15
CCN(CC)CCn1c(=S)[nH]c2cc(Cl)ccc2c1=O | 3 | -11 | 14 | 0 | 2 | -0.1 | -2 | 1.1 | 1
NS(=O)(=O)c1ccc(N2CCOCC2)c(C(=O)NCCCSc2ccccc2)c1 | 1 | -8 | 4 | nt | nt | -0.4 | 1 | nt | 1
O=C(c1cc(S(=O)(=O)N2CCOCC2)ccc1Cl)N1CCC(Cc2ccccc2)CC1 | 12 | -13 | -20 | -26 | 4 | -0.6 | -3 | 0.7 | 10
COc1ccc(N2C(=O)C(OC(C)=O)C2c2ccc(C)cc2)cc1 (stereo not drawn) | 4 | -4 | 0 | 10 | 3 | 0.2 | -3 | -0.3 | 2
COC(=O)c1ccc(C(=O)OC)c(NC(=O)N2c3ccccc3Sc3ccccc32)c1 | 1 | -3 | 10 | 22 | -2 | 0.3 | -1 | -0.6 | -7
COc1ccc(CCNC(=O)CSc2ccc(-c3ccccc3)nn2)cc1 | -1 | -6 | nt | 11 | 1 | -1.0 | -7 | -1.3 | 0
O=S(=O)(c1cccs1)N1CCN(c2ccccc2F)CC1 | 4 | -3 | -14 | -20 | 3 | 0.0 | -2 | 0.2 | -4
COCCN(C(C)=O)c1nnc(-c2cnccn2)s1 | 3 | -2 | 6 | -2 | 13 | -0.6 | -4 | -1.3 | 7
COc1cc(OC)cc(C(=O)Nc2ccc(N(C)C)c3ccccc23)c1 | 2 | -17 | -3 | 6 | 11 | -0.1 | -4 | 0.3 | 4
CCN(CC)c1ccc(C2C(C(N)=O)=C(C)Nc3nc(SCc4ccccc4Cl)nn32)cc1 (stereo not drawn) | 2 | -7 | nt | nt | -1 | 0.9 | 0 | -0.2 | 0
Cc1ccc(S(=O)(=O)N2CCCc3cc(NS(=O)(=O)c4ccc(F)c(C)c4)ccc32)cc1 | 3 | 6 | -1 | nt | 4 | -0.6 | -1 | 1.5 | -1
O=C(c1ccc(S(=O)(=O)N2CCCC2)cc1)N1CCC(CN2C(=O)c3cccc4cccc(c34)C2=O)CC1 | 1 | 7 | -10 | 3 | 5 | -0.5 | -4 | -1.7 | 16
Cn1ccnc1C(OC(=O)c1ccc(Cl)cc1)C(F)(F)F (stereo not drawn) | 2 | 0 | 0 | -12 | -16 | -0.2 | -4 | -1.5 | -11
O=C(O)c1ccc2c(=O)n3c(nc2c1)/C(=C/c1ccc(OC(F)F)cc1OC(F)F)CC3 | 1 | -6 | -22 | -10 | -6 | 0.4 | 0 | 1.2 | 4
COc1ccc2c(c1)c1c(c(=O)n(-c3cccc(C)c3)c(=O)n1CC(=O)Nc1c(C)cc(C)cc1C)n2C | 6 | -10 | nt | nt | -2 | -0.4 | 1 | -0.4 | -2
COc1cccc(NC(=O)c2cc(S(=O)(=O)N3CCc4ccccc43)cn2C)c1 | 5 | -5 | -7 | 6 | -2 | -0.3 | -9 | 0.8 | -8
CC(C)c1ccc(CN2C(=O)NC3(CCCCCC3)C2=O)cc1 | 9 | -24 | -15 | 22 | 2 | 1.8 | -15 | 1.0 | -1

Screening data from PubChem.
